Source: PubChem BioAssay
MKP-3 inhibition = inhibition of rat DUSP6 enzyme activity – biochemical, in vitro, primary screen (AID 425); 110,000 tested, 0.17% active; inhibition, % at 20 µM, or IC50 in µM where a hit was titrated; recombinant MKP-3 phosphatase activity, fluorescence; higher % means a stronger effect; in the data active = inhibition above about 50%;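 also: plate controls were vehicle for no effect and reference inhibitor for full effect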
Hsp70 displacement = small molecules displacing fluorescent ligand from Hsp70 – biochemical, fluorescence polarization, primary screen (AID 583); Hsp70 fluorescence polarization probe displacement, mP; higher % means a stronger effect; displacement, % at 20 µM; hits with a dose series show IC50 in µM; 140,000 tested, 0.06% active; in the data active = displacement above about 50%;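 also: plate controls were vehicle for no effect and reference ligand for full effect; a part of the inactive calls stands beside numbers as strong as those of hits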
Numbers without * were called inactive; . = not tested or not shown; & = joins results of further samples. Not all compounds are listed; count on the stated rates, not on these rows.

SMILES	MKP-3 inhibition	Hsp70 displacement
O=C(Nc1nc2c(Cl)ccc(Cl)c2s1)c1ccco1	10%	-7.4%
CCn1c(SCC(=O)Nc2cccc(NC(=O)c3cccs3)c2)nnc1-c1ccncc1	-5%	4.5%
CCC(Sc1ncccc1C(=O)OC(C)C)C(=O)NCc1ccco1 (configuration not stated)	.	-4.1%
COc1ccccc1CN(Cc1cc2cc(C)ccc2[nH]c1=O)Cc1nnnn1Cc1ccco1	-2%	-6.6%
Cn1c(=O)n(CC(=O)Nc2cccnc2)c2ccccc21	.	-0.2%
O=C(Nc1cccc(Cl)c1)N1CCN(Cc2ccc3c(c2)OCO3)CC1	3%	-0.4%
COc1cccc(CNC2CCCC2)c1	-12%	0.5%
COc1ccc(N(C(C)C(=O)N/N=C/c2ccc(N(C)C)c(Br)c2)S(C)(=O)=O)cc1 (configuration not stated)	0%	3.5%
O=C(O)C1C2CCC(C2)C1C(=O)NCc1cccs1 (configuration not stated)	3%	-0.3%
CCCCN1C(=O)c2ccccc2S1(=O)=O	-1%	0.8%
CCCc1cc(=O)oc2cc(C)cc(O)c12	5%	0.3%&-1.2%
COc1ccccc1NC(=O)C1CCCCN1S(=O)(=O)c1ccc(F)cc1 (configuration not stated)	-3%	1.1%
COc1ccc(S(=O)(=O)c2ccc(O)cc2)cc1	.	-2.1%
O=C(CCc1nc(-c2ccccc2F)no1)Nc1ccc(Oc2ccccc2)cc1	5%	4.2%
CC(CCc1ccccc1)NC(=O)CN1CCOc2ccccc21 (configuration not stated)	-4%	5.2%

In another format: 4 of the compounds above
Molecule | MKP-3 inhibition | Hsp70 displacement
COc1ccccc1NC(=O)C1CCCCN1S(=O)(=O)c1ccc(F)cc1 (configuration not stated) | -3% | 1.1%
COc1ccc(S(=O)(=O)c2ccc(O)cc2)cc1 | . | -2.1%
O=C(CCc1nc(-c2ccccc2F)no1)Nc1ccc(Oc2ccccc2)cc1 | 5% | 4.2%
CC(CCc1ccccc1)NC(=O)CN1CCOc2ccccc21 (configuration not stated) | -4% | 5.2%

Continued:
SMILES	MKP-3 inhibition	Hsp70 displacement
CN(C)CCNc1ccc(Cl)cc1[N+](=O)[O-]	2%	-1.3%
O=c1[nH]c2cc3c(cc2cc1C(c1nnnn1CC1CCCO1)N1CCCCCC1)OCO3 (configuration not stated)	-7%	1.1%
O=C(O)CCCC(=O)Nc1ccccc1C(=O)O	-1%	-4.2%
COCCNC(=O)CN(c1cccc(OC)c1)S(=O)(=O)c1ccc(C)cc1	-6%	0.0%
CC1=C(C(=O)OC(C)C)C(c2cccs2)C(C(=O)OC(C)C)=C(C)N1	4%	2.4%
O=C(/C=C/c1ccc(S(=O)(=O)Nc2ccccc2)cc1)C1C(=O)c2ccccc2C1=O	-1%	-1.7%
COc1ccccc1NC(=O)C(=O)NNC(=O)COc1ccc(Cl)cc1	-1%	0.7%
O=C1OC(c2ccccc2F)=N/C1=C\c1ccc(OC(=O)c2ccccc2Cl)cc1	6%	-2.5%
COc1ccc(C2C3=C(CC(C)(C)CC3=O)OC3=C2C(=O)CC(C)(C)C3)cc1Br	3%	-4.4%
CCN(CC)S(=O)(=O)c1ccc2c(c1)c(=O)c(C(=O)NCCCN(C)c1ccccc1)cn2C	-3%	6.5%
COC(=O)c1ccccc1NC(=O)c1ccccc1NS(C)(=O)=O	2%	0.6%
Cc1cc(/C=C2\SC(=O)N(C)C2=O)c(C)n1-c1cccc([N+](=O)[O-])c1	5%	-4.2%
O=C1NC(=O)N(c2ccc(Cl)cc2)C(=O)/C1=C/c1ccc(N2CCCCC2)o1	8%	-126%
Cc1cc(C)nc(NC(=O)C23CC4CC(CC(C4)C2)C3)c1	0%	-0.1%
Cc1nnc(SCc2cccs2)[nH]c1=O	.	8.6%

Given with each value named: entries from further up.
> COc1ccc(C2C3=C(CC(C)(C)CC3=O)OC3=C2C(=O)CC(C)(C)C3)cc1Br
  MKP-3 inhibition = 3%
  Hsp70 displacement = -4.4%

> CCN(CC)S(=O)(=O)c1ccc2c(c1)c(=O)c(C(=O)NCCCN(C)c1ccccc1)cn2C
  MKP-3 inhibition = -3%
  Hsp70 displacement = 6.5%

> COC(=O)c1ccccc1NC(=O)c1ccccc1NS(C)(=O)=O
  MKP-3 inhibition = 2%
  Hsp70 displacement = 0.6%

> Cc1cc(/C=C2\SC(=O)N(C)C2=O)c(C)n1-c1cccc([N+](=O)[O-])c1
  MKP-3 inhibition = 5%
  Hsp70 displacement = -4.2%

(further entries)
SMILES	MKP-3 inhibition	Hsp70 displacement
Cc1c(C#N)c2ncn(CCCN(C)C)c(=O)c2n1-c1ccccc1	-2%	-4.4%
CCN1C(=O)c2cccc3c(S(=O)(=O)Nc4ncccc4C)ccc1c23	8%	50%
O=C(/C=C(\O)c1ccc(Br)cc1)C(F)(F)F	2%	-1.2%
CCc1c(O)nc(SCC(=O)Nc2ccccc2)n(C(C)CC)c1=O (configuration not stated)	.	-2.6%
Cc1nc2ccc(NC(=S)Nc3cccc([N+](=O)[O-])c3)cc2nc1C	3%	-0.8%
Cc1sc(NC(=O)CCCC(=O)O)nc1-c1ccccc1	2%	-2.8%
COc1ccc(CCNC(=S)Nc2ccccc2)cc1	1%	-1.0%
Clc1cccc2sc(-c3nnc(-c4ccccc4)o3)c(Cl)c12	.	-6.4%
Cn1c(=O)cc(OCCCC(=O)Nc2cccnc2)c2ccccc21	0%	2.1%
Cc1ccc(NC(=O)c2cc(S(=O)(=O)N3CCC4(CC3)OCCO4)ccc2F)cc1	-7%	-3.3%
COCCCNC(=O)c1ccccc1SC	-12%	-0.5%
Cc1nn(-c2ccccc2)c2sc(C(=O)NC3CC3)cc12	.	-0.7%
O=C(O)CSc1nnc(Cc2ccccc2)n1Cc1ccccc1	-9%	1.2%
O=C(NCCCN1CCCC1=O)c1cccnc1	-15%	-1.1%
CS(=O)(=O)N(CC(=O)N1CCC(C(N)=O)CC1)c1ccc(Cl)c(C(F)(F)F)c1	.	-0.2%

Entries above that have a COOH group, in the order listed:
SMILES	MKP-3 inhibition	Hsp70 displacement
O=C(O)C1C2CCC(C2)C1C(=O)NCc1cccs1 (configuration not stated)	3%	-0.3%
O=C(O)CCCC(=O)Nc1ccccc1C(=O)O	-1%	-4.2%
Cc1sc(NC(=O)CCCC(=O)O)nc1-c1ccccc1	2%	-2.8%
O=C(O)CSc1nnc(Cc2ccccc2)n1Cc1ccccc1	-9%	1.2%

(list continues)
SMILES	MKP-3 inhibition	Hsp70 displacement
COc1ccc(C(=O)Nc2ccc(Cl)c(Cl)c2)c(OC)n1	-4%	-6.6%
CCc1cccc(CC)c1N(COC)C(=O)Cn1c(C(C)O)nc2ccccc21 (configuration not stated)	-6%	-3.3%
CC1(C)CC(NC(=O)CC2CCCCC2)CC(C)(C)N1	-5%	5.8%
CCOCC(=O)Nc1c(C(=O)Nc2ccc(OC)cc2OC)oc2ccccc12	-4%	5.7%
O=C(O)CCCN1C(=O)/C(=C\c2ccc(-c3ccc(Br)cc3)o2)SC1=S	4%	-42%
O=C(Nc1ccc(-c2nc3ncccc3o2)cc1)c1cc2ccccc2oc1=O	4%	-4.8%
CC1CN(C(=O)c2cc(Cl)ccc2Cl)CC(C)O1 (configuration not stated)	2%	7.3%
CC1CCCCN1c1nc(-c2ccncc2)nc2ccccc12 (configuration not stated)	-14%	1.3%
COc1cc2c(cc1OC)CN(Cc1cccs1)CC2	-9%	8.5%
COc1ccc(CCN(C)CCCC(C#N)(c2ccc(OC)c(OC)c2)C(C)C)cc1OC (configuration not stated)	-5%	1.4%
Cc1ccc(OCCc2c(C)n[nH]c2C)cc1C	2%	0.3%
Cc1cc(/C=C2\C(=O)NC(=O)N(c3ccc4c(c3)OCO4)C2=O)c(C)n1-c1ccc(F)cc1	4%	-2.3%
CCOc1cccc(C2C(C(=O)c3ccc(C)o3)=C(O)C(=O)N2Cc2ccncc2)c1 (configuration not stated)	-9%	-1.7%
CCOC(=O)c1cc2occc2n1CC(=O)N1CCOCC1	-8%	0.7%
Cc1cc(C)cc(OCc2nc3ncc(Br)cc3[nH]2)c1	.	5.5%
Nc1ccc(CN2CCN(c3ccc4ccccc4n3)CC2)cc1	-3%	1.9%
O=C(Cc1ccc(Cl)c(Cl)c1)OCC(=O)c1ccc[nH]1	-9%	-3.6%
CC(C)CC(=O)Nc1nnc(Cc2ccc(Cl)cc2Cl)s1	0%	2.6%
CSc1ccc(S(=O)(=O)NCc2ccc(Cl)cc2)cc1	-2%	5.3%
CCCn1c(=NC(=O)c2ccc3c(c2)OCO3)c(C#N)cc2c(=O)n3cccc(C)c3nc21	-10%	-8.6%
O=C(CSc1nc2ccccc2s1)Nc1ccccc1	-2%	-0.1%
CCOCCCNC(=O)C1CCCN1S(=O)(=O)c1ccc(Cl)cc1 (configuration not stated)	-7%	-1.9%
Cc1cc(C)nc(NS(=O)(=O)c2ccc(N/C=C\C(=O)c3cccs3)cc2)n1	1%	4.0%
O=C(Nc1ccc(N2CCN(C(=O)c3ccc(Cl)cc3)CC2)cc1)c1cccnc1	-13%	-0.2%
COC(=O)CCSCC(=O)Nc1nnc(C)s1	-2%	16%
CCOC(=O)c1c(NC(C)=O)sc2c(OC)cccc12	.	0.4%
COc1ccc(C)cc1-n1nnnc1SCc1cc(=O)n2cc(C)ccc2n1	-7%	3.4%
CCN(CC)c1ccc(/C=N/NC(=O)CCc2c(C)n[nH]c2C)cc1	0%	-3.3%
COc1ccc(N2CCN(C(c3cc(OC)ccc3OC)c3nnnn3CC3CCCO3)CC2)cc1 (configuration not stated)	.	-1.9%
CC1=CC(C)(C)N(CC(=O)c2ccc([N+](=O)[O-])cc2)c2c(C)cccc21	4%	7.5%
C=CCn1c(SCC(=O)N(CC)CC)nc(O)c(Cc2ccccc2)c1=O	0%	4.0%
CC(C)C(CCNC(=O)CC(Cc1ccccc1)c1ccco1)c1ccco1 (configuration not stated)	.	-6.4%
Cc1ccc(S(=O)(=O)Nc2ccccc2C(=O)Nc2ccccc2)cc1	1%	-0.3%
CCOC(=O)c1sc(NC(=O)COc2ccc(C(C)(C)C)cc2)nc1C	1%	-3.0%
Cc1ccc(-c2nc3ccccc3s2)cc1S(=O)(=O)N1CCOCC1	.	6.5%
COc1ccc(C2CC(C(F)(F)F)n3nc(C(=O)NCc4cccs4)c(Cl)c3N2)cc1OC (configuration not stated)	0%	0.3%
CN(c1ccc(S(=O)(=O)N2CCOCC2)cn1)C1CCCCC1	.	3.8%
C=C(C)C1CC=C(C)/C(=N/NC(=O)COc2cccc3ccccc23)C1 (configuration not stated)	.	-1.6%
COCCNS(=O)(=O)c1cc(F)ccc1OC	1%	-0.5%
N#CC1=C2SCN(Cc3ccco3)CN2C(=O)CC1c1ccc(Cl)cc1 (configuration not stated)	-12%	2.4%
Fc1ccc(-c2nc(Cc3ccccc3Cl)no2)cc1	2%	-0.6%
S=C1COC(c2ccccc2)N1c1ccccc1 (configuration not stated)	.	-3.1%
Cc1ccc(S(=O)(=O)N2CCN(S(C)(=O)=O)C2)cc1	8%	4.4%
O=C(O)c1ccc(C(=O)Nc2cccc(NC(=O)C3CCCO3)c2)cc1 (configuration not stated)	.	4.1%
Cc1ccc(CN2CCN(/N=C/c3ccc(C(=O)O)cc3)CC2)cc1	0%	1.9%
CCOc1ccccc1C1C(C(N)=O)=C(C)Nc2nc(-c3ccc(OC)cc3)nn21 (configuration not stated)	4%	-0.6%
O=C1c2ccccc2C(=O)N1CC=C(Cl)Cl	-6%	4.5%
CC(C)(C)NC(=O)NC(=O)COc1ccccc1C#N	-2%	0.2%
Cc1ccc2ccc(C3C(=O)c4ccccc4C3=O)nc2c1	.	15%
COc1ccc(CCNC(=O)CN(C2CCCCC2)S(C)(=O)=O)cc1OC	-3%	0.6%
COc1ccc(NC(=O)c2cccc([N+](=O)[O-])c2C)cc1Cl	2%	-4.2%
CC1C2CC(C(CN(C)C)/C2=N/O)C1(C)C (configuration not stated)	-5%	1.4%
Cc1ccc(-c2cc(-c3ccccc3Cl)[nH]n2)c(O)c1	-15%	6.5%
CC(C)C(=O)Nc1ccc(C(=O)NCc2cccnc2)cc1	-2%	2.0%
Cc1cc(/C=C2\C(=O)NC(=S)N(c3ccc(Br)cc3)C2=O)c(C)n1C	0%	-1.5%
Cn1c(=O)[nH]c(=O)c2c1nc1n2CCCS1	-6%	0.4%
Cc1onc(-c2ccccc2Cl)c1C(=O)Nc1sc2c(c1C(N)=O)CCC(C)C2 (configuration not stated)	.	-2.4%
O=C1C(=Cc2ccc(Sc3ccccc3)o2)C(=O)c2ccccc21	3%	0.6%
O=C(CSc1nc2ccccc2s1)N1CCN(C(=O)c2ccco2)CC1	-7%	5.1%
CN(C)/C=c1\sc2c(C#N)cc(C(=O)c3ccc(Br)cc3)n2c1=O	-2%	-95%

Going on with the list:
SMILES	MKP-3 inhibition	Hsp70 displacement
Cc1cc(C(=O)Nc2sc(C)c(C)c2C#N)c(C)o1	-12%	-1.2%
O=C(NCCOc1ccccc1F)Nc1ccc(Br)cc1	2%	-0.4%
O=C(NCCCO)C(=O)Nc1cccc(Cl)c1Cl	2%	-0.9%
COc1ccc(/C=N/N2CCN(Cc3ccc(C)cc3)CC2)cc1Br	2%	-3.2%
CCOC(=O)C(C(=O)OCC)N(C#N)c1nc(SC)nc(N(C)C)n1	-4%	0.2%
O=C(O)[C@H]1CCCC[C@H]1C(=O)NCCNC(=O)[C@@H]1CCCC[C@@H]1C(=O)O	.	8.7%
CCOc1ccc(NC(=O)C(C)Sc2ccc(Cl)cc2)cc1 (configuration not stated)	-2%	1.4%
CSc1nc2nc(C(F)(F)F)cc(-c3ccccc3)n2n1	.	0.7%
Cc1c(Br)c(C(F)(F)F)nn1CC(=O)Nc1c(F)cc(F)cc1Br	0%	-0.1%
CCOc1ccc(NC(=O)C2CC3c4ccccc4C2c2ccccc23)cc1 (configuration not stated)	0%	2.7%
